KLF5 inhibitor: KLF5 expression inhibitors, primary screen, DLD-1 cells, luminescence; actives 0.23% (n = 290,000); DLD-1 KLF5 promoter-luciferase reporter; inhibition, % at 5 µM; AID 1700, 2009;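 active = inhibition above a per-plate limit of that plate's mean compound inhibition plus 3 SD, cut at about 60% in these data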;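 also: 0% = DMSO wells and 100% = LY294002 at 200 µM; higher means less KLF5 promoter-driven luciferase light; inactives centre near -14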
aSyn 5UTR inh: MLPCN primary screen, SNCA 5' untranslated region; alpha-synuclein 5'UTR reporter, inhibitor activity; inhibition, % (tested at 7.5 µM); actives 0.82% (n = 300,000); AID 1813, 2009; in the data active = inhibition above about 60%;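 also: H4 neuroglioblastoma cells stably carrying SNCA 5'UTR luciferase fusion; 0% = DMSO wells and 100% = positive control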
HSF1 inhib: HSF1 inhibitors in luciferase reporter cells, primary screen, cell-based, NIH3T3, luminescence; NIH3T3-HGL HSE-luciferase, MG132-induced, luminescence 8 h; active compounds read low; activity change, negative = inhibition, % at 7.5 µM (by protocol); actives 0.77% (n = 300,000); AID 2098, 2009;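 active = more than half of replicate wells show activity change below -50%, luminescence cut by over half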;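 also: luciferase reports HSF-1 transcriptional activity via heat shock element; 0% = median of DMSO wells and -100% = zero luminescence signal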
AI-2 QS mod: Vibrio harveyi AI-2 quorum sensing modulators, primary screen, JMH597 strain, luminescence/OD600 ratio; Vibrio harveyi JMH597 AI-2 luminescence/OD600 ratio, 9 h; active compounds read low; strain lacks LuxN and CqsS sensors; 0 = neutral-control median; activity change, % at 7.5 µM; actives 0.4% (n = 300,000); AID 2094, 2009; in the data active = activity change below about -75%, passing the limit was not always enough;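 also: luminescence divided by OD600 gain over 9 h not by final OD600 alone; inactives centre near 13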
HSP90 inh: HSP90 inhibitors, primary screen, cell lysate, luminescence | AID 1789, 2009 | Rabbit reticulocyte lysate, luciferase refolding luminescence, 3 h | inhibition, % at 5.6 µM | actives 0.91% (n = 290,000);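 active = inhibition above the screen-wide mean plus 3 SD, computed separately per campaign, cut at about 16% in these data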;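 also: 0% = DMSO wells and 100% = 60 µM geldanamycin wells; inhibitors lower the luminescence because luciferase stays unfolded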
GSK3beta inhib: human GSK3beta kinase inhibitors, primary screen, biochemical, cell-free homogeneous, HTS; GST-GSK3beta kinase, ADP-Glo luminescence, 60 min; active compounds read low; activity score (negative = inhibition), % at 10 µM; actives 0.038% (n = 300,000);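 active = more than half of replicate wells score below -50%, meaning over 50% inhibition versus plate controls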;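 also: 0% = median DMSO wells and -100% = median GW8510 positive control wells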
Target sequence (P49841 whole entry, looked up): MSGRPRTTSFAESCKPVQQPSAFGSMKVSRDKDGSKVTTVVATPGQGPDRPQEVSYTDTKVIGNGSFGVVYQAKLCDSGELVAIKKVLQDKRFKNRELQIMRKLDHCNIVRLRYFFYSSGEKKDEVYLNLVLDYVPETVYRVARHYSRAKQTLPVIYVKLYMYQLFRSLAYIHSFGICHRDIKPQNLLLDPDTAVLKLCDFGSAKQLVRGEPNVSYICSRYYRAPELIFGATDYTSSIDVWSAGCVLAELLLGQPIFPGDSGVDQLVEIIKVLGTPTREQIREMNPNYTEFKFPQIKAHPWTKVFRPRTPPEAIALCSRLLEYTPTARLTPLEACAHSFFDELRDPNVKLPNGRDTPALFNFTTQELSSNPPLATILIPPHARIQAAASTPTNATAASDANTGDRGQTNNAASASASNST
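Test system: GST-fused GSK3beta enzyme, cell-free | Quantity: 1.6 ng GST-GSK3beta enzyme per well | Reagent: 25 µM ATP with peptide substrate | Schedule: 60 min enzyme reaction, room temperature | Signal: Luminescent ADP-Glo measurement of ADP formed | Read-out basis: Score relative to plate controls | Control set: DMSO and 20 µM GW8510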
HIF activator: HIF pathway transcriptional activators, primary screen, cell-based, U2OS HRE-luciferase, luminescence; U2OS HRE-luciferase reporter; normalized: DMSO 0%, desferrioxamine 100%; activation, % at 7.5 µM (by protocol); actives 0.32% (n = 300,000); AID 1910, 2009;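 active = mean activation of at least 10% of the iron chelator positive control signal, with at least half of replicates also reaching 10%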
GSK3A inh: blockers of GSK3A enzyme activity – biochemical, luminescence, cell-free homogeneous, HTS, primary screen | GSK-3 alpha kinase, ADP-Glo luminescence, 60 min | AID 2650, 2010 | actives 0.1% (n = 320,000) | Glycogen synthase kinase-3 alpha (Homo sapiens), P49840 | inhibition, % at 10 µM;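 in the data active = inhibition above about 50%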;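 also: GST-tagged GSK-3 alpha with peptide substrate and 25 µM ATP; 0% = DMSO neutral wells and 100% = GW8510 positive control wells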
Target sequence (P49840 whole entry, looked up): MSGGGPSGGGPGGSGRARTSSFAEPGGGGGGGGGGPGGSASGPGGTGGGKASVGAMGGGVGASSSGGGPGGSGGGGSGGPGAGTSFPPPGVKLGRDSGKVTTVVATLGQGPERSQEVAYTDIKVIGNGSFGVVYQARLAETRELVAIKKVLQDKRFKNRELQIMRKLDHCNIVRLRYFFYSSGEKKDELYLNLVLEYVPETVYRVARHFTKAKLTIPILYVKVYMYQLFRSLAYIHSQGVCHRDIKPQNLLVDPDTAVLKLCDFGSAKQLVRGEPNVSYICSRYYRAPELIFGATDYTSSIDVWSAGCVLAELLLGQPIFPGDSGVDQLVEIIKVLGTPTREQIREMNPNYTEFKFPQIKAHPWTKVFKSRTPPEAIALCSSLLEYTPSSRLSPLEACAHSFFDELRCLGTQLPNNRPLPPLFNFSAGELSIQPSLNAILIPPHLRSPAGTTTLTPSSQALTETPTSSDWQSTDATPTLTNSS
IEC-6 cytotox: cytotoxicity in IEC-6 intestinal epithelial cells, primary screen, cytotoxicity control for KLF5 inhibitor project, cell-based, luminescence; IEC-6 cytotoxicity, luminescence viability; inhibition, % at 5 µM; actives 0.78% (n = 290,000); AID 1825, 2009; in the data active = inhibition above about 22%;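 also: 0% = plate median of test compound wells and 100% = cytotoxic reference compound wells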
HSF-1 act: HSF-1 activators, primary screen, NIH3T3-HGL cells, MG132 stress, luminescence, single point | activation, % at 9 µM | NIH3T3-HGL HSF-1 luciferase reporter, 8 h; 100% = twice DMSO control signal | actives 1.7% (n = 300,000);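 active = mean replicate activation of at least 50% with a set share of replicates each reaching 50%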;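 also: 0% = median of the neutral control wells and 100% = twice that signal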
* hit, by the source's call; . = no result given. An unsorted share of the library. About 4.7% of those tested had a hit in this group.

SMILES	KLF5 inhibitor	aSyn 5UTR inh	HSF1 inhib	AI-2 QS mod	HSP90 inh	GSK3beta inhib	HIF activator	GSK3A inh	IEC-6 cytotox	HSF-1 act
COc1ccc(NC(=O)c2cccnc2Sc2ccccc2)c(OC)c1	2	-12	-4	12	-2	-4	0.6	-1	-12	3
Cc1cccc(C(=O)NCC(=O)NC2CCN(Cc3ccccc3)CC2)c1	-16	3	-6	25	-2	0	0.1	0	-12	-3
CCOC(=O)CSc1nnc2c(n1)C1(C)CCC2C1(C)C (centres undefined)	-35	23	-1	33	3	-1	-0.1	0	8	37
Cn1cccc1C(=O)OCC(=O)Nc1cc(C(C)(C)C)nn1-c1ccccc1	-33	9	-7	12	1	8	-0.6	-2	0	-12
Nc1c(C(=O)c2ccccc2)sc2nsc(SCCN3CCCC3)c12	-52	-87	92	.	-1	1	6.0	1	0	118*
CCOc1cc(C=O)ccc1OCCSc1ccc(Cl)cc1	-22	-3	20	1	-1	6	-0.3	-1	-6	26
COc1ccccc1Nc1nc2nonc2[nH]c1=O	-3	-49	6	37	3	1	0.0	-2	1	3
CCn1c(CC(=O)Nc2ccc(F)cc2)nnc1SCC(=O)Nc1nnc(C)s1	-10	-24	-2	1	10	10	-1.2	3	4	3
Cc1nn(-c2ccc(N3CCOCC3)nn2)c(C)c1CCC(=O)Nc1ccc(F)cc1	-8	-20	-3	4	2	-2	0.2	-2	-2	22
COc1ccc(S(=O)(=O)N(C)CC(=O)NCCN2CCOCC2)cc1C	0	15	-11	4	5	0	-0.2	-1	-7	-16
CN(C)C(=O)C12CCC(C)(C(=O)C1Br)C2(C)C (centres undefined)	-17	31	0	12	0	-3	-0.4	-1	4	1
CCCCSCc1[nH]c(=O)[nH]c1C(=O)CCCCC(=O)OCC	28	10	1	0	-1	2	-1.5	-1	2	11
Cc1ccc(S(=O)(=O)N(C)CC(=O)NCCc2c[nH]c3ccccc23)cc1	-25	22	-3	35	-4	0	-0.8	-1	-4	8
COc1ccc(-c2cc(C(=O)NCc3cccs3)no2)cc1	-39	-170	14	19	-5	-3	2.2	-1	-4	22
COc1ccc(-c2cn[nH]c2-c2ccc(OCC(=O)NN)cc2O)cc1OC	-15	26	9	3	-1	-1	0.7	-3	5	8
CCCCCCCC(=O)N/N=C/c1ccc([N+](=O)[O-])o1	-12	-18	9	-132*	7	-1	-0.3	1	2	19
Cc1coc2c(C)c3oc(=O)c(CCC(=O)N4C[C@H]5C[C@@H](C4)c4cccc(=O)n4C5)c(C)c3cc12	3	44	3	40	-2	0	-0.2	1	9	-5
C/C(CC(=O)Nc1ccc2c(c1)OCO2)=N\NC(=O)c1ccccc1N	-92	-45	41	18	-1	4	2.9	-1	2	59*
O=C(c1ccc(Cl)cc1)N1CCN(CCOc2ccccc2)CC1	-35	10	-1	9	2	5	3.6	-3	6	1
O=C(NNC(=O)c1cc(-c2ccc(Cl)cc2Cl)nc2ccccc12)Nc1ccccc1	-25	-2	15	12	-5	-3	0.5	-1	5	21
O=C1CCC(C(=O)N2CCOCC2)CN1Cc1ccc(Cl)cc1 (centres undefined)	-4	-1	3	14	0	5	0.3	1	-1	0
Cc1ccc2c(c1)C1CN(C)CCC1N2C(=S)Nc1ccc(Cl)cc1Cl (centres undefined)	8	10	-2	8	5	-26	0.1	-3	0	-10
CC(=O)Nn1cc2c(c1-c1ccccc1)c(=O)n(C)c(=O)n2C	-6	-5	5	21	0	2	-0.7	0	5	-17
CN(C=C1C(=O)CC(C)(C)CC1=O)CCN1CCNCC1	-12	-8	-8	43	1	2	-27	1	-1	-3
Cn1c(N)c(C(=O)Nc2ccccc2)c(=O)[nH]c1=O	.	-19	-8	3	.	1	2.1	-2	.	-16

Copied from the results shown for reference:
SMILES	KLF5 inhibitor	aSyn 5UTR inh	HSF1 inhib	AI-2 QS mod	HSP90 inh	GSK3beta inhib	HIF activator	GSK3A inh	IEC-6 cytotox	HSF-1 act
COc1ccc(NC(=O)c2cccnc2Sc2ccccc2)c(OC)c1	2	-12	-4	12	-2	-4	0.6	-1	-12	3
Cc1cccc(C(=O)NCC(=O)NC2CCN(Cc3ccccc3)CC2)c1	-16	3	-6	25	-2	0	0.1	0	-12	-3
CCOC(=O)CSc1nnc2c(n1)C1(C)CCC2C1(C)C (centres undefined)	-35	23	-1	33	3	-1	-0.1	0	8	37
Cn1cccc1C(=O)OCC(=O)Nc1cc(C(C)(C)C)nn1-c1ccccc1	-33	9	-7	12	1	8	-0.6	-2	0	-12

The list goes on:
SMILES	KLF5 inhibitor	aSyn 5UTR inh	HSF1 inhib	AI-2 QS mod	HSP90 inh	GSK3beta inhib	HIF activator	GSK3A inh	IEC-6 cytotox	HSF-1 act
CCOC(=O)N1CCN(S(=O)(=O)c2ccc(C(=O)Nc3ccc4c(c3)C(=O)NC4=O)cc2)CC1	0	-11	-11	16	0	-4	-0.2	.	-3	-6
O=C(COC(=O)c1ccc(S(=O)(=O)NCc2ccco2)cc1)NC1CCCCCC1	-7	5	-3	-2	2	-1	-0.2	-1	-5	-2
COc1ccc(NC(=O)C(=O)NCCCn2ccnc2)cc1	5	14	-3	7	0	-1	-0.3	0	-1	3
Cc1cc(=O)oc2cc(OC(C)C(=O)N3CCOCC3)ccc12 (centres undefined)	-3	-12	4	2	-1	3	0.1	0	-3	-6
O=C(O)c1ccc(F)c(S(=O)(=O)Nc2ccccc2Cl)c1	-29	18	-1	.	2	.	0.1	-5	2	15
NS(=O)(=O)c1ccc(CNC(=O)CCCSc2ccccc2)cc1	-13	0	-3	.	-1	.	-0.4	-1	1	-2
COC(=O)c1ccc(C2c3[nH]c4ccccc4c3C[C@H]3C(=O)N(C)CC(=O)N23)cc1 (some centres undefined)	-12	-15	-6	-1	8	2	-1.0	0	0	-12
O=C(CSC1=NCCN1)Nc1cccc(C(F)(F)F)c1	-17	-24	28	23	0	2	2.7	-4	3	67*
CN(CCO)CCC(=O)NC1(C)CS(=O)(=O)CC1S(=O)(=O)O (centres undefined)	-15	-11	3	3	0	-3	-0.5	2	-5	-2
Cc1ccc(NC(=O)CN2CCCN(S(=O)(=O)c3ccc(Br)s3)CC2)cc1	-32	-21	6	-1	6	0	-0.1	-2	6	20
Nn1c(COc2ccc(Cl)cc2)n[nH]c1=S	-37	-2	2	25	2	0	-0.3	-2	4	18
CCN(CC)c1ccc(/C=N/Nc2cccc(C)c2)c(O)c1	9	-28	-44	11	4	-5	1.5	0	0	-51
O=C(O)c1ccc(Nc2nc(-c3ccccc3)nc3ccccc23)cc1	-26	20	9	65	0	3	2.2	4	4	-4
COc1cc(Cl)c(CN2CCCC(CO)(Cc3cccc(Cl)c3)C2)cc1OC (centres undefined)	-5	-4	12	22	-4	3	0.8	1	-2	33
CCn1c(SCC(=O)c2ccc(C)cc2)nnc1-c1ccncc1	4	-4	-1	8	1	-1	-0.4	-1	-4	2
CCCNc1nc(Nc2ccc(C)c(Cl)c2)c2cnn(C)c2n1	-28	6	-9	16	-5	3	0.3	1	4	-3
CCCCCOc1ccc(/C(C)=N/NC2=NCCN2)cc1	-23	-26	3	10	-4	0	-1.4	-1	2	11
O=C(Oc1ccc2c(=O)c(Oc3ccc4ccccc4c3)coc2c1)c1ccco1	-2	-24	2	-82*	0	2	-27	0	3	-3
CCOC(=O)Nc1nc(-c2ccc(F)cc2F)cs1	-20	-148	8	-4	1	6	1.4	1	4	35
Cc1ccc(S(=O)(=O)NCCN=C(CN2CCOCC2)NS(=O)(=O)c2ccc(C)cc2)cc1	8	15	.	-8	0	-4	4.7	-1	-3	.
Cc1nc(N[C@@H](Cc2ccccc2)C(=O)O)c2oc3ccccc3c2n1	-5	-10	-3	9	0	1	-0.1	-4	2	-13
CCCCN1C(=O)N(c2nnc(C(C)(C)C)s2)C(O)C1c1ccc(C)cc1 (centres undefined)	-4	15	1	29	-4	3	0.2	-2	-4	7
COC(=O)c1sc2ccccc2c1NC(=O)c1ccc(S(=O)(=O)N2CCCCC2C)cc1 (centres undefined)	-28	21	8	22	-1	2	-0.5	-1	-2	6
O=S(=O)(NC(=S)NC1CCCCC1)c1ccc(Br)cc1	-26	-12	-4	40	-1	5	0.1	-6	-4	2
CCOC(=O)CN1C(=O)C(O)=C(C(C)=O)C1c1ccc([N+](=O)[O-])cc1 (centres undefined)	-15	9	-4	12	3	0	-0.4	-2	-2	10
Cc1ccc(NCc2ccccc2O)c(C)c1	-24	-30	3	1	-3	-1	1.7	-2	6	11
Cc1cccc(NC(=O)NCC(c2cccnc2)N2CCOCC2)c1 (centres undefined)	-23	-8	-8	10	3	4	-0.6	0	-1	-4
CCc1ccc(C(=O)Nc2nc3ccccc3[nH]2)cc1	84*	88*	-23	.	80*	.	-2.4	1	14	-18
Cc1nc2ccccc2c2oc(C(=O)N3CCN(c4ccc([N+](=O)[O-])cc4)CC3)cc12	-4	11	5	-1	-3	0	-0.2	-2	-4	14

Seven compounds out of the list, sorted by length of the SMILES, rising.
SMILES	KLF5 inhibitor	aSyn 5UTR inh	HSF1 inhib	AI-2 QS mod	HSP90 inh	GSK3beta inhib	HIF activator	GSK3A inh	IEC-6 cytotox	HSF-1 act
O=C(CSC1=NCCN1)Nc1cccc(C(F)(F)F)c1	-17	-24	28	23	0	2	2.7	-4	3	67*
Cc1cccc(NC(=O)NCC(c2cccnc2)N2CCOCC2)c1 (centres undefined)	-23	-8	-8	10	3	4	-0.6	0	-1	-4
CN(CCO)CCC(=O)NC1(C)CS(=O)(=O)CC1S(=O)(=O)O (centres undefined)	-15	-11	3	3	0	-3	-0.5	2	-5	-2
O=C(Oc1ccc2c(=O)c(Oc3ccc4ccccc4c3)coc2c1)c1ccco1	-2	-24	2	-82*	0	2	-27	0	3	-3
COC(=O)c1sc2ccccc2c1NC(=O)c1ccc(S(=O)(=O)N2CCCCC2C)cc1 (centres undefined)	-28	21	8	22	-1	2	-0.5	-1	-2	6
Cc1ccc(S(=O)(=O)NCCN=C(CN2CCOCC2)NS(=O)(=O)c2ccc(C)cc2)cc1	8	15	.	-8	0	-4	4.7	-1	-3	.
Cc1nc2ccccc2c2oc(C(=O)N3CCN(c4ccc([N+](=O)[O-])cc4)CC3)cc12	-4	11	5	-1	-3	0	-0.2	-2	-4	14

Compound activity as filed in PubChem.
